# Assay outcomes as filed in PubChem BioAssay.
# NCI-60 one-dose screen, 48 h, at 10 µM unless noted. Numbers give growth in % (100 = growth as untreated, 0 = no growth, -100 = all killed).
# HOP-62 – HOP-62 NSCLC | AID 1794735 | 80,000 compounds, 3.9% hits
# MOLT-4 – MOLT-4 leukemia cells | 80,000 compounds, 6.9% hits
# CCRF-CEM – CCRF-CEM leukemia; 77,000 compounds, 7% hits; AID 1794778
# EKVX – EKVX NSCLC; 71,000 compounds, 3% hits; AID 1794765
# A549/ATCC – A549/ATCC NSCLC. 81,000 compounds, 3.7% hits
# HOP-92 – HOP-92 NSCLC cells. 71,000 compounds, 6.3% hits. AID 1794738
# RPMI-8226 – RPMI-8226 leukemia cells. 77,000 compounds, 7.5% hits. AID 1794781
# M14 – M14 melanoma; 80,000 compounds, 6.2% hits
# Active calls of the source: *; . = not tested or not shown. The calls were made as follows: active = growth percent below 10; inactive = the rest.
no.	Compound	HOP-62	MOLT-4	CCRF-CEM	EKVX	A549/ATCC	HOP-92	RPMI-8226	M14
1	COc1cccc(-c2nc3ccccc3s2)c1O	94.3	90.7	89.7	75.8	94.2	83.1	80.6	92.7
2	CCCCCCCCC1OC(C)CC(C)(C)O1 (configuration not stated)	92.3	107.8	92.5	103.2	67.6	75.6	.	95.4
3	COc1cccc2sc(NCN3N=C(C)CC3=O)nc12	104.2	89.2	101.1	.	105.1	.	104.8	105.4
4	N#C/C(=C\c1cccc([N+](=O)[O-])c1)C(=O)c1ccccc1	101.0	100.9	94.4	105.7	100.4	85.2	95.8	109.7
5	COc1cc(C2C(Cl)C(=O)N2n2cnnc2)ccc1O (configuration not stated)	67.0	102.4	91.1	104.3	88.4	95.3	99.3	89.2
6	CCOC(=O)CC[C@H](NC(=O)c1ccc(CNc2nc3cc(C(F)(F)F)ccc3nc2C(=O)OCC)cc1)C(=O)OCC	27.6	95.1	91.5	77.1	85.8	40.1	87.4	.
7	CCOC(=O)c1ccc(N=CC2CCCCC2=O)cc1 (configuration not stated)	103.8	106.4	112.2	.	86.3	103.1	113.8	104.8
8	OCC(I)CO	97.6	90.6	95.8	.	101.3	95.9	114.2	110.0
9	CSc1nc(S(C)(=O)=O)ncc1C	90.0	91.9	101.7	101.8	90.0	88.4	102.1	98.6
10	CN(CCO)c1cnn(CCO)c(=O)c1Cl	98.0	103.1	91.4	92.5	101.5	82.5	98.8	103.1
11	OCC(O)C(O)C(O)C(O)C(O)C(O)CO (configuration not stated)	91.7	.	105.2	.	97.3	97.1	110.2	96.1
12	Oc1ccc2cn[nH]c2c1	99.5	.	.	96.5	105.7	92.1	99.1	97.3
13	CCOC(=O)c1c(C)nc2c(c1N)/C(=C/c1cc(OC)c(OC)c(OC)c1)C(=O)N2c1ccc(OC)cc1	128.2	17.6	8.4*	93.2	88.8	40.7	-6.4*	43.6
14	Nc1cc(=O)n(-c2ccccc2)nc1Cl	76.4	.	99.5	101.5	63.3	77.0	87.4	95.7
15	Cc1cccc(C)c1[C@@H]1C[C@](C)(O)[C@H]2CC[C@H](C)C[C@@H]2O1	101.3	102.4	105.8	102.8	85.7	108.9	103.6	114.6
16	CC1=CC(=O)CC(C)(C)C1(O)/C=C/C(C)=C\C(=O)O (configuration not stated)	.	79.7	105.7	108.2	105.3	101.9	108.8	103.8
17	CCSc1ccc(N=[N+]([O-])c2ccc(SCC)c(Cl)c2)cc1Cl	90.6	99.6	112.2	.	93.2	94.0	105.1	93.4
18	COC(=O)C1=C(C)NC(C)=C(C(=O)OC)C(N2C(=O)CCC2=O)C1 (configuration not stated)	109.0	78.1	35.3	.	77.6	100.7	66.8	85.0
19	O=C1Cc2cc(CCN3CCNCC3)c(Cl)cc2N1	56.3	.	.	24.8	48.9	.	.	24.5
20	CCN(CC)CC(C)Nc1ccc([N+](=O)[O-])c2sc3ccccc3c(=O)c12 (configuration not stated)	46.2	-24.0*	15.2	34.5	14.2	7.5*	-29.7*	44.9
21	Cc1nn(-c2ccccc2)c(Cl)c1/C=C1\N=C(c2ccccc2)N(C(=O)c2cc([N+](=O)[O-])cc([N+](=O)[O-])c2)NC1=O	86.2	.	97.7	100.9	86.1	81.5	84.1	96.4
22	NC1CSSCC(C(=O)O)NC1=O (configuration not stated)	94.9	106.0	92.3	.	106.8	101.4	95.1	106.2
23	COC(=O)Cc1[nH]c(=O)[nH]c1C(=O)OC	94.4	108.9	44.4	98.0	106.5	87.4	98.3	103.4
24	CCOC(C)c1ccc(OC(=O)c2ccccc2)c(OC)c1 (configuration not stated)	97.7	89.5	105.7	108.4	86.5	91.7	101.4	110.9
25	Oc1ccc(-c2ccc3c(c2)ncn3-c2ccccc2)cc1	93.6	72.6	57.0	103.2	95.6	105.8	71.1	99.2
26	Nc1nc(-c2ccccc2)cc(=O)[nH]1	103.7	101.4	88.6	98.0	99.7	90.0	.	.
27	Cc1cc2c(cc1C)NC1C(=O)C(c3ccccc3Cl)OC1=N2 (configuration not stated)	95.0	113.0	97.5	89.4	104.6	106.4	106.0	96.5
28	NC(CO)(CO)c1ccccc1	100.2	108.2	90.0	113.3	100.3	88.1	94.2	94.9
29	Cc1ccc(C(C)C)c(O)c1O	116.4	79.5	87.2	116.6	99.6	96.6	.	.
30	CCN(CC)CCC(CNc1ccnc2cc(Cl)ccc12)c1ccccc1 (configuration not stated)	78.4	50.7	58.6	90.0	70.4	21.1	59.3	-83.9*
31	O=C(NCc1ccccc1)NC1(C(=O)N2CCC(c3nc4ccccc4[nH]3)CC2)CCCC1	92.7	93.3	120.5	95.4	106.6	101.2	109.4	95.2
32	CN(C)c1ccc(/C=C2/C=C(c3ccc4c(c3)CCCC4)OC2=O)cc1	100.2	117.8	91.9	104.1	99.5	87.4	83.0	106.0
33	CCCCC#CC(=O)OCC	97.1	103.4	101.6	.	92.7	99.8	96.4	102.9
34	CCCCCCCCOc1ccc(/C=N/Nc2cc(C)nc3ccc(Cl)cc23)cc1	-46.5*	-14.1*	2.2*	55.7	-37.3*	67.3	-3.1*	87.7
35	N#Cc1cccc(Cc2cnc(N3CCc4c(Cl)cc(C#N)cc4C3)s2)c1	80.2	33.6	44.9	71.9	79.9	38.4	53.0	68.2
36	NC(N)=Nc1ccc(Oc2cccc(Nc3cccc(C(F)(F)F)c3)c2)cn1	3.3*	0.0*	-9.0*	2.4*	35.8	.	-41.5*	5.0*
37	COc1cccc2cc(/C(C)=N/NC(=O)CC#N)oc12	100.6	91.3	148.6	41.9	104.4	66.2	109.6	113.4
38	CCCCCCCC[C@H]1C=CC(=O)N1CCCCCCC(=O)OC	95.9	91.0	97.4	95.6	99.6	87.3	101.3	110.9
39	COc1ccc(-c2cc(C(=O)Oc3ccc(C=O)cc3OC)nn2-c2ccc(S(C)(=O)=O)cc2)cc1OC	96.1	93.7	110.7	97.8	93.0	57.6	76.9	114.0
40	Cc1ccc(S(=O)(=O)Nc2sccc2-c2nc(-c3ccccc3)no2)cc1	77.8	98.0	92.1	94.2	90.3	88.8	84.2	87.1
41	O=C(O)CCNCCO	.	109.1	109.3	91.9	109.2	94.7	108.9	105.2
42	NC(=O)CN1C(=O)C2C3CCC(C3)C2C1=O (configuration not stated)	108.6	86.6	90.5	.	101.0	90.6	95.8	105.5
43	C[N+]1(Cc2csc(-c3ccc(Cl)cc3)n2)CCCC1	91.9	88.3	98.5	.	78.1	89.7	95.7	97.6
44	O=c1c2ccccc2ncn1-c1ccc(Cl)cc1Cl	85.9	83.9	80.3	98.0	104.6	49.8	79.0	93.9
45	N/N=C\c1cnnc2ccccc12	97.5	96.2	113.6	.	98.0	101.5	110.7	109.6
46	O=C1Nc2ccc(Cl)cc2/C1=C/c1ccc(OCC(=O)c2ccccc2)cc1	85.4	86.6	92.6	89.2	101.5	117.8	89.4	94.4
47	CCSC(=O)Nc1c[nH]c(=O)[nH]c1=O	104.5	108.2	107.4	95.3	88.9	92.5	104.9	110.1
48	Cc1cc(NC(=O)c2cnc(N3CCN(CCOCCOCCOCCOCCC(=O)N[C@H](C(=O)N4C[C@H](O)C[C@H]4C(=O)N[C@@H](C)c4ccc(-c5scnc5C)cc4)C(C)(C)C)CC3)cn2)c2ncccc2c1	4.9*	1.5*	-1.9*	60.0	66.7	4.9*	-26.5*	-33.7*
49	COc1cc(OC)c2c(c1)c1nc3cc(C)c(C)cc3nc1n2CCN(C)C	79.4	73.2	79.6	89.2	80.4	81.7	65.2	84.2
50	O=C1COc2ccccc2C(=O)N1CCCCN1CCCCC1	78.2	83.2	69.4	98.5	96.4	61.5	70.9	91.9
51	CC(C)CCC(=O)c1ccco1	110.1	101.2	97.0	117.0	98.6	95.9	100.0	106.1
52	COc1ccc(-c2cc(-c3nnc(SCC(=O)Nc4ccc(C(C)=O)cc4)o3)c3ccccc3n2)cc1OC	86.5	65.3	71.7	111.9	70.3	89.2	55.6	90.1
53	CCCC1(CC)C(=O)NC(=O)N=C1N (configuration not stated)	117.4	99.4	93.9	111.2	104.9	.	98.9	101.5
54	O=C(N=Nc1c(O)[nH]c2ccc(OC(F)(F)F)cc12)c1cc2ccccc2[nH]1	100.8	99.8	97.7	97.8	102.7	119.0	103.1	107.6
55	COc1cc2nc(Cl)nc(Nc3cccc(C(=O)/C=C/c4ccccc4)c3)c2cc1OC	70.1	34.5	28.9	81.5	74.5	82.2	-2.1*	51.2
56	CCOC(=O)/C(C)=N\Nc1ccc(Cl)cc1	89.0	69.2	88.8	89.8	55.0	90.5	.	93.1
57	Cc1cccc([N+](=O)[O-])c1I	100.5	121.7	87.2	95.4	101.8	87.4	99.6	107.6
58	O=c1nc2c(-c3ccccc3)n[nH]n2c2c1sc1ncccc12	96.6	92.9	91.5	101.2	109.0	70.8	97.3	97.0
59	COc1ccc(/C=C(/NC(=O)c2ccccc2)C(=O)Nc2ccc(S(N)(=O)=O)cc2)cc1OC	101.8	106.9	108.9	103.1	105.6	126.1	106.7	113.2
60	O=C(O)CCC/C=C\C[C@H]1C=CC(=O)/C1=C/C[C@@H](O)C/C=C\CC(F)(F)F	123.4	84.0	39.2	104.6	81.3	117.1	64.0	88.3

# Ordered by molecular weight (ascending): 12 of the compounds above
no.	Compound	HOP-62	MOLT-4	CCRF-CEM	EKVX	A549/ATCC	HOP-92	RPMI-8226	M14
47	CCSC(=O)Nc1c[nH]c(=O)[nH]c1=O	104.5	108.2	107.4	95.3	88.9	92.5	104.9	110.1
56	CCOC(=O)/C(C)=N\Nc1ccc(Cl)cc1	89.0	69.2	88.8	89.8	55.0	90.5	.	93.1
57	Cc1cccc([N+](=O)[O-])c1I	100.5	121.7	87.2	95.4	101.8	87.4	99.6	107.6
50	O=C1COc2ccccc2C(=O)N1CCCCN1CCCCC1	78.2	83.2	69.4	98.5	96.4	61.5	70.9	91.9
49	COc1cc(OC)c2c(c1)c1nc3cc(C)c(C)cc3nc1n2CCN(C)C	79.4	73.2	79.6	89.2	80.4	81.7	65.2	84.2
60	O=C(O)CCC/C=C\C[C@H]1C=CC(=O)/C1=C/C[C@@H](O)C/C=C\CC(F)(F)F	123.4	84.0	39.2	104.6	81.3	117.1	64.0	88.3
54	O=C(N=Nc1c(O)[nH]c2ccc(OC(F)(F)F)cc12)c1cc2ccccc2[nH]1	100.8	99.8	97.7	97.8	102.7	119.0	103.1	107.6
46	O=C1Nc2ccc(Cl)cc2/C1=C/c1ccc(OCC(=O)c2ccccc2)cc1	85.4	86.6	92.6	89.2	101.5	117.8	89.4	94.4
55	COc1cc2nc(Cl)nc(Nc3cccc(C(=O)/C=C/c4ccccc4)c3)c2cc1OC	70.1	34.5	28.9	81.5	74.5	82.2	-2.1*	51.2
59	COc1ccc(/C=C(/NC(=O)c2ccccc2)C(=O)Nc2ccc(S(N)(=O)=O)cc2)cc1OC	101.8	106.9	108.9	103.1	105.6	126.1	106.7	113.2
52	COc1ccc(-c2cc(-c3nnc(SCC(=O)Nc4ccc(C(C)=O)cc4)o3)c3ccccc3n2)cc1OC	86.5	65.3	71.7	111.9	70.3	89.2	55.6	90.1
48	Cc1cc(NC(=O)c2cnc(N3CCN(CCOCCOCCOCCOCCC(=O)N[C@H](C(=O)N4C[C@H](O)C[C@H]4C(=O)N[C@@H](C)c4ccc(-c5scnc5C)cc4)C(C)(C)C)CC3)cn2)c2ncccc2c1	4.9*	1.5*	-1.9*	60.0	66.7	4.9*	-26.5*	-33.7*

# Continued.
no.	Compound	HOP-62	MOLT-4	CCRF-CEM	EKVX	A549/ATCC	HOP-92	RPMI-8226	M14
61	CC(C)(C)c1cc(C[P+](c2ccc(Cl)cc2)(c2ccc(Cl)cc2)c2ccc(Cl)cc2)cc(C(C)(C)C)c1O	98.9	35.7	.	.	.	.	10.9	105.9
62	Cc1ccc(S(=O)(=O)SCCCSS(=O)(=O)c2ccc(C)cc2)cc1	105.8	72.2	77.9	95.0	98.4	96.4	.	113.0
63	COc1ccc(C(=O)/C=C/c2ccccn2)c(O)c1	87.5	74.2	10.4	94.2	94.0	78.6	6.4*	86.6
64	COc1ccc(C(=O)O)c(O)c1OC	105.1	103.2	105.7	101.8	101.4	118.2	119.8	91.4
65	C=CCOC(=O)Oc1ccc(Cl)cc1Cl	107.4	.	102.7	105.6	109.8	.	106.4	106.7
66	O=C1CC2(CCCCC2)CC(=O)N1	101.9	95.3	98.7	.	.	.	103.2	101.1
67	C=C(C(=O)c1ccccc1)C(NC(C)(C)C)c1ccccc1 (configuration not stated)	47.5	4.4*	5.7*	52.3	43.2	.	-3.3*	-33.6*
68	CCOC(=O)C1CSCCC1=O (configuration not stated)	92.4	92.8	86.1	.	103.1	113.2	97.3	92.4
69	Nc1ncc(Cl)cn1	99.8	108.8	104.2	106.3	102.8	67.0	101.6	106.2
70	O=CNC1C(O)OC(CO)C(O)C1O (configuration not stated)	101.6	103.0	78.6	.	92.9	.	107.4	115.1
71	COc1cc(Cn2cc(CNC(=O)c3cccnc3Nc3ccc(OC)cc3OC)nn2)cc(OC)c1	103.1	77.2	.	.	96.5	97.6	92.0	101.3
72	COc1ccc(NC(=O)CSc2nnc(-c3cc(-c4ccc(Cl)cc4)nc4ccccc34)n2-c2ccccc2)cc1	95.4	72.9	89.7	73.5	85.4	76.9	88.9	88.5
73	CCOc1cccc(N(CC)CC)c1	97.9	96.5	115.1	107.7	111.9	.	113.9	97.7
74	CSc1ccc(/C(=N/NC(N)=S)c2ccccc2)cc1	110.3	90.6	84.0	91.5	103.1	99.7	94.3	96.7
75	C(=N\Nc1ncnc2sc3c(c12)CCNC3)/c1cccc2ccccc12	79.9	48.1	.	92.7	67.6	93.4	-30.1*	95.0
76	C=C(C)[C@@H]1CC=C2c3sc(Nc4ccccc4C(F)(F)F)nc3C[C@@H](C)[C@]2(C)C1	103.1	86.8	67.6	83.4	96.1	105.5	84.9	99.0
77	Cn1c(=O)c2c(nc(NCCc3ccc(O)c(O)c3)n2CCc2ccccc2)n(C)c1=O	99.4	.	96.7	97.9	66.2	81.8	84.8	102.1
78	Cc1ccc(/C=C2/C(=O)/C(=C/c3ccc(C)cc3)C3CCC2N3C)cc1	91.3	58.0	90.7	88.0	69.5	.	85.8	79.9
